Source: PubChem BioAssay
mcGAS MS inh = inhibitors of Mus musculus cyclic GMP-AMP synthase, initial high-throughput assay, cell-free, RapidFire MS; Q8C6L5; recombinant mouse cGAS, cGAMP by RapidFire MS; 130,000 compounds, 0.18% hits; AID 1259397, 2018; inhibition, % at 12.5 µM;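 active means inhibition of cGAS enzyme activity at or above 60%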;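 further: enzyme stimulated by 45 bp dsDNA with ATP and GTP substrates; cGAMP share of summed cGAMP plus half ATP and half GTP signals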
Target sequence (Q8C6L5 whole entry, looked up): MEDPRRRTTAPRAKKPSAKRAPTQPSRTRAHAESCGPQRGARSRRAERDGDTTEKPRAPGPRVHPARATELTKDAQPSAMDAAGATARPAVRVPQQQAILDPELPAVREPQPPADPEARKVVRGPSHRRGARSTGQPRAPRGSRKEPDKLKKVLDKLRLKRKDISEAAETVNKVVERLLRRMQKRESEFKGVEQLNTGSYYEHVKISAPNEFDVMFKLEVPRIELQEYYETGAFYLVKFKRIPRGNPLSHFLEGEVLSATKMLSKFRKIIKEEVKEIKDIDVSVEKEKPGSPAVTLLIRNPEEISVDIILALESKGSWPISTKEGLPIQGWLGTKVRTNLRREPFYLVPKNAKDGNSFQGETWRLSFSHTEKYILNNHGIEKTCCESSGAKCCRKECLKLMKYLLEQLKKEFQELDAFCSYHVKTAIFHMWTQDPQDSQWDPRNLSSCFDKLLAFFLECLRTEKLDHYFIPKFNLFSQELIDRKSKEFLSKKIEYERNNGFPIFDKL
An asterisk follows results filed as active; & = joins results of further samples.

The first 5 compounds as a preview:
| Molecule | mcGAS MS inh |
| --- | --- |
| CC1CCCCN1Cc1nc2c(c(=O)n(C)c(=O)n2C)n1Cc1ccccc1 (centres undefined) | -1 |
| CCOC(=O)N/N=C1/CSCC1C(=O)OC (centres undefined) | 1 |
| CCCCOc1ccc(C2=N/C(=C\c3ccc(OC)c(OC(C)=O)c3)C(=O)O2)cc1 | -4 |
| O=C(CN1CCN(S(=O)(=O)c2ccccc2C(F)(F)F)CC1)NC1CCCCC1 | 0 |
| O=C(C=C(O)c1ccccc1)c1ccccc1 | -12 |

All compounds of this part (from the top)
| Molecule | mcGAS MS inh |
| --- | --- |
| CC1CCCCN1Cc1nc2c(c(=O)n(C)c(=O)n2C)n1Cc1ccccc1 (centres undefined) | -1 |
| CCOC(=O)N/N=C1/CSCC1C(=O)OC (centres undefined) | 1 |
| CCCCOc1ccc(C2=N/C(=C\c3ccc(OC)c(OC(C)=O)c3)C(=O)O2)cc1 | -4 |
| O=C(CN1CCN(S(=O)(=O)c2ccccc2C(F)(F)F)CC1)NC1CCCCC1 | 0 |
| O=C(C=C(O)c1ccccc1)c1ccccc1 | -12 |
| Brc1ccccc1-c1csc(=Nc2cccnc2)n1C1CC1 | -8 |
| Cc1nn(C)c(C)c1-c1cc(C(=O)N2CCC(O)(CN(C)C)C2)n(C)n1 (centres undefined) | -20 |
| Cc1cc(C)c2ncn(CCC(C)O)c(=O)c2c1 (centres undefined) | -9 |
| CN(C)c1ccc(NC(=O)C2CCN(S(=O)(=O)c3ccccc3C#N)CC2)cn1 | 8 |
| C=CCNC(=S)N=C1N=C2C=CC(Cl)=CN2Cc2ccccc21 | -2 |
| Cc1cc2nn(CN3CCN(c4ncccn4)CC3)c(=S)n2c2ccccc12 | -10 |
| O=C1CCC(CNc2ncnc3sc(-c4ccccc4)cc23)N1 (centres undefined) | -8 |
| Cc1ccc(NC(=O)C2(C)CCN2Cc2ccccc2Cl)cc1O (centres undefined) | -3 |
| c1csc(-c2noc(CN3CCC(c4ccncc4)CC3)n2)c1 | -9 |
| CC(C)NS(=O)(=O)c1cccc2nsnc12 | -13&0 |
| Cn1cc(-c2ccc3c(c2)N(Cc2ccc(C(F)(F)F)cc2)C(=O)COC3)cn1 | -10 |
| Cc1ccc(C)c(C(C)NC(=O)c2ccc(-n3ccnc3)nn2)c1 (centres undefined) | 0 |
| C(=Nc1ncn[nH]1)c1ccccc1 | -2 |
| CCc1nc(CC)n(CC(=O)Nc2ccc(C(C)=O)cc2)n1 | 4 |
| O=C(c1ccc2cn[nH]c2c1)N1CCC(O)CC1 | -6 |
| CCn1nnc2cc(C(=O)NC3CC4CCC3(C)C4(C)C)ccc21 (centres undefined) | -6 |
| Cc1ccc(S(=O)(=O)N2CCN(C(=O)NC(C)c3ccc4c(c3)OCCO4)CC2)c(C)c1 (centres undefined) | 3 |
| CN(C)S(=O)(=O)c1ccc(Cl)c(NS(=O)(=O)c2cccc(Cl)c2)c1 | -4 |
| Cc1cccc(NC(=O)c2ccc3c(c2)OCCO3)n1 | -15 |
| O=C(OCC(=O)N1CCCC1)c1ccc([N+](=O)[O-])o1 | -3 |
| COc1cc(OC)c(OC)cc1/C=C1N=C(/C=C/c2ccccc2)OC\1=O | -16 |
| COc1ccc(N2CCN(C(c3ccc(C)cc3)C3Sc4nc(C)nn4C3=O)CC2)cc1 (centres undefined) | -4 |
| O=C(O)/C=C/c1nc2ccccc2c(=O)[nH]1 | -7 |
| Clc1cc(Br)ccc1OCc1nnc(/C=C/c2cccs2)o1 | 0 |
| CCN(C(=O)CNC(C)Cn1cccn1)C1=CCCCC1 (centres undefined) | 1 |
| Cn1cnnc1SCc1nc(-c2cccs2)no1 | -6 |
| Cc1ccc(C)c(NCC(O)c2ccccc2)c1 (centres undefined) | 5 |
| CC(=O)C1(O)COC(c2ccccc2)OC1 (centres undefined) | -16 |
| Cn1c(C(=O)N2CCN(C(=O)c3ccco3)CC2)cc2c(=O)n3ccccc3nc21 | -10 |
| CCOC(=O)C1(CCCc2ccccc2)CCN(C(=O)C2CC(C(C)C)=NO2)CC1 (centres undefined) | -7 |
| Cc1nc(Cl)sc1S(=O)(=O)NCC(C)c1ccccc1 (centres undefined) | -2 |
| Clc1cnn(C/C=C/c2ccccc2)c1 | -10 |
| O=S(=O)(Nc1cccc(F)c1)c1cnc[nH]1 | -13 |
| Cc1cc(NC(=O)CN2CCN(C(=O)c3ccccc3F)CC2)no1 | -6 |
| CNc1nc(-c2cccs2)cc(C(F)(F)F)n1 | -2 |
| Cc1ccc(C)c(C(NC(=O)Cc2c(C)[nH][nH]c2=O)c2cccnc2)c1 (centres undefined) | -13 |
| CN1CCN(c2cc(C(=O)Nc3cnn(C(C)(C)C)c3)ccn2)CC1 | -15 |
| CCCCSC(C)C(=O)Nc1ccnc2ccnn12 (centres undefined) | -4 |
| FC(F)(F)c1cnc(N2CCCC2c2ccc3c(c2)OCCCO3)c(Cl)c1 (centres undefined) | -3 |
| CCCCc1ccc(N2CC(C)Cn3c2nc2c3c(=O)n(CCOCC)c(=O)n2C)cc1 (centres undefined) | -6 |
| CN(CCNC(=O)C(F)(F)F)C(=O)c1csc(=Nc2ccccc2)n1Cc1ccccc1 | -2 |
| Cc1onc(-c2ccccc2)c1CNCC1CC=CCC1 (centres undefined) | -6 |
| COc1ccc(CNCCC2=CCCCC2)cc1 | -2 |

Going on with the list:
| Compound | mcGAS MS inh |
| --- | --- |
| CN(Cc1nc2c(s1)CCCC2)C(=O)Cn1nnnc1CN1CCCC1 | -8&0 |
| Cc1ccc(Cn2nc(-c3ccccc3C)ccc2=O)cc1 | -10 |
| CC(O)CN(C(=O)Nc1cccnc1)C(C)C (centres undefined) | -6 |
| CCc1ccc(CCN(C)CCC(=O)NC)cc1 | -1 |
| CC(C)CC1CCN(c2ncnc3c2CCNC3)C1 (centres undefined) | -15 |
| CC1(c2ccccc2)OC(=O)C(=Cc2ccc(O)cc2)C(=O)O1 (centres undefined) | 1 |
| COc1cc(OC)cc(C(=O)O/N=C2\CCCc3cc(OC)c(C)cc32)c1 | 3 |
| COc1ccc(CN(C)C(=O)c2cc(C)nn2C)cc1OC | -4 |
| CCOC1(OCC)C(c2cccs2)C(C#N)(C#N)C1(OCC)OCC (centres undefined) | -2 |
| O=C1N(CCc2ccccc2)CCCC1(O)CN1CCCO1 (centres undefined) | 3 |
| Cc1cc(CNc2ccc(C(=O)NCCC3COc4ccccc4O3)cn2)no1 (centres undefined) | -14 |
| O=C(Nc1cccc(OCc2ccccn2)c1)C1CC1 | -17 |
| FC(F)(F)c1cc(-c2cccs2)nc(NCc2cccs2)n1 | 11 |
| CC(Sc1nnc2ccc(C(F)(F)F)cn12)C(=O)NC(C)C1CC2CCC1C2 (centres undefined) | 8 |
| Cc1nn(CC(C)C)c2sc(C(=O)Nc3ccc4c(c3)C(=O)NC4)cc12 | -1 |
| CN(C)S(=O)(=O)c1ccc(SCC(=O)c2c(N)n(C3CC3)c(=O)[nH]c2=O)nc1 | 7 |
| CCC(C)N(Cc1ccncc1)Cc1c2ccccc2nn1C (centres undefined) | 2 |
| N#CC1(NC(=O)CSc2nnc(Nc3ccccc3)s2)CCCCC1 | -27 |
| COc1ccc(CCn2c(-c3cnn(C)c3C)n[nH]c2=O)cc1 | -27 |
| CCSc1cc(C)c(C#N)c2nc3ccccc3n12 | -3 |
| CC(CC(C)(C)O)NCCc1nc(-c2ccccc2)cs1 (centres undefined) | -28 |
| O=C(O)CCNC(=O)C12CC3CC(CC(C3)C1)C2 | -7 |
| COc1cc2c(cc1-c1nccn1C(C)c1ccc(-n3cncn3)cc1)OCO2 (centres undefined) | -10 |
| CC(C)Cc1cc(C(=O)N(C)C(C)c2nccs2)n(C)n1 (centres undefined) | -26 |
| CC(C)N(C)Cc1nnnn1CC(=O)NCC1CCN(CCc2ccccc2)CC1 | -2 |
| Nc1ccncc1-c1cc(NCc2ccccn2)nc2[nH]ccc12 | -2 |
| Cn1cc(CN2CCCC(C(=O)c3cccs3)C2)c(-c2cccc(Cl)c2)n1 (centres undefined) | -2 |
| Cc1cc(C)n(C(C)C(=O)NCc2cccnc2N(C)C2CCCCC2)n1 (centres undefined) | -8 |
| CCCc1nnc2sc(Cc3csc(C)n3)nn12 | -7 |
| S=C(NCC1CCCO1)NNc1ncnc2sc3c(c12)CCCC3 (centres undefined) | -19 |
| CC(=O)c1cc(CC(=O)N2CCC(CN)C2)cs1 (centres undefined) | -11 |
| COc1ccc(CCC(=O)N2CCN(c3cnccn3)CC2)cc1OC | 7 |
| Cc1ccc(N2CC(C(=O)Nc3nc4c(s3)CCC4)CC2=O)cc1F (centres undefined) | -20 |
| CCCCC(=O)N(CC)c1c(N)n(CCCC)c(=O)[nH]c1=O | -32 |
| O=C(CC1CCCC1)OCc1cc(-c2ccccc2)on1 | -7 |
| COc1cccc(CNC(C)c2ccccc2)c1OCC(N)=O (centres undefined) | -3 |
| Cc1sc(NC(=O)NC(C)c2cccs2)c(C#N)c1C (centres undefined) | 2 |
| CC(C)c1nn(CC(=O)N2CCCCCC2)c(=O)c2c1cnn2-c1ccccc1 | -3 |
| Cc1cc(C)n(-c2ccc(C(C)NC(=O)c3ccc(=O)[nH]n3)cc2)n1 (centres undefined) | -3 |
| CS(=O)(=O)NC1CCCN(C(=O)Nc2cccc(COCc3ccco3)c2)C1 (centres undefined) | -4 |
| COC(=O)NC(N1CCCC1=O)(C(F)(F)F)C(F)(F)F | -9 |
| CC(=O)c1cc(C(=O)N2CCc3c([nH]c4ccccc34)C2CC(C)C)[nH]n1 (centres undefined) | -6 |
| CCCS(=O)(=O)Nc1ccc(NC(=O)N2CCN(C)C(=O)C2)cc1 | -17 |
| NS(=O)(=O)c1ccc(NN=CC2CCCCC2)c([N+](=O)[O-])c1 | -19 |
| Oc1c(Cl)cc(Cl)cc1Br | -3 |
| Cn1c(=O)n(C)c2cc(CN3CC(C(=O)O)CC3=O)ccc21 (centres undefined) | -32 |
| CC(=NNc1nc2ccccc2s1)c1ccccn1 | -16 |
| CSCCNC(=O)C1(C)CCN1C(=O)c1sccc1C (centres undefined) | -12 |
| CC(O)(CNC(=O)c1ccc(COc2ccc(F)cc2)o1)C1CCCC1 (centres undefined) | -7 |
| CC(C)CC(NC(=O)C(=O)Nc1cccc(C#N)c1)c1ccccc1 (centres undefined) | -9 |

(further entries)
| Compound | mcGAS MS inh |
| --- | --- |
| CCc1cc(OCCCCn2cnc3ccccc3c2=O)ccc1Cl | -2 |
| O=C(Cn1cc(COc2ccc(Cl)c(Cl)c2)nn1)NS(=O)(=O)c1ccccc1OC(F)(F)F | 13 |
| CCCCOc1ncccc1CNC(=O)c1cc(S(C)(=O)=O)ccc1C | -31 |
| CCn1c(=O)c2ccccc2n(CC(=O)N(C)CCOc2ccccc2C)c1=O | -10 |
| C#CCN(C(=O)c1nc(C(C)C)ncc1Cl)C1CCCC1 | -19 |
| Cc1nc(C(C)C)cc(N(C)Cc2cc(-c3ccncc3)no2)n1 | -6 |
| CC(c1nc2ccccc2c(=O)[nH]1)N1CCN(C(=O)c2ccccc2)CC1 (centres undefined) | 0 |
| NC1CCC(Oc2ccc(Cl)cc2Br)CC1 (centres undefined) | -6 |
| CCC(c1nc2ccccc2c(=O)n1CC)N1CCNC(C)C1 (centres undefined) | -5 |
| CCCC1=NN(C(=O)c2ccccc2Cl)C(O)(C(F)(F)F)C1 (centres undefined) | -16 |
| CCCCC(=O)Nc1ccc(C(=O)N2CCCCC2C(=O)O)cc1 (centres undefined) | -16 |
| O=C1CCC([N+](=O)[O-])C(c2ccc(OCc3ccccc3)cc2)N1 (centres undefined) | -26 |
| COc1ccc(N(CC(=O)NN=C2CCCCCCC2)S(=O)(=O)c2ccccc2)cc1Cl | -3 |
| CCOC(=O)c1ccc(OC(C)C)c(Br)c1 | -2 |
| Cc1[nH]nc(N)c1-c1ccccc1F | 3 |
| COc1cc(NCC(=O)NC(=O)NC(C)C)c(OC)cc1Cl | -22 |
| CN1CC2(CCCN(Cc3cn[nH]c3-c3ccc(F)cc3)CC2)OC1=O (centres undefined) | -19 |
| O=C(Nc1ccccc1)c1ccc(NCc2nccs2)nn1 | 0 |
| COC(=O)C1=NNC(C(=O)OC)=C2COCOCC12 (centres undefined) | -14 |
| CC1CN(C(=O)Cc2ccc3c(c2)OCCO3)C(=NCCc2ccccc2)S1 (centres undefined) | -7 |
| O=S(=O)(c1ccc2c(c1)OCCO2)N1CCCC1c1ccc2c(c1)OCCCO2 (centres undefined) | 1 |
| O=C(CSc1ccc(F)cc1)NNC(=O)c1cccc(S(=O)(=O)N2CCCC2)c1 | -1 |
| CCCNC(=O)C(C)S(=O)(=O)Cc1cc(-c2ccccc2)on1 (centres undefined) | -6 |
| COc1cc(=O)oc(-c2ccccc2)c1C(C)=O | -16 |
| Cc1cccnc1CN1CCN(Cc2cn[nH]c2C(=O)O)CC1 | -13 |

Shown with each value named: part of the list above
COc1ccc(CN(C)C(=O)c2cc(C)nn2C)cc1OC
  mcGAS MS inh = -4

CCOC1(OCC)C(c2cccs2)C(C#N)(C#N)C1(OCC)OCC (centres undefined)
  mcGAS MS inh = -2

O=C1N(CCc2ccccc2)CCCC1(O)CN1CCCO1 (centres undefined)
  mcGAS MS inh = 3

Cc1cc(CNc2ccc(C(=O)NCCC3COc4ccccc4O3)cn2)no1 (centres undefined)
  mcGAS MS inh = -14

Additional structures.
| Compound | mcGAS MS inh |
| --- | --- |
| N[C@@H](Cc1cnc[nH]1)C(=O)Nc1cnc2n1CCCC2 | 8 |
| O=C(CC1C(=O)NCCN1Cc1ccccc1C(F)(F)F)NCCn1cccn1 (centres undefined) | -8 |
| COc1ccc(S(=O)(=O)Nc2cc(O)cc(F)c2)c(C)c1 | -3 |
| O=C(Nn1cnc2c(cnn2-c2ccccc2)c1=O)c1ccco1 | -6 |
| CC(=O)CSc1nnc2n1CCCN2 | -3 |
| CCOc1ccc(C=C2SC(=O)N(CCNC(=O)c3ccc4c(c3)OCO4)C2=O)cc1OC | 13 |
| Cc1nn(Cc2cccnc2)c(=O)c2c1cnn2-c1ccccc1 | -11 |
| COc1ccc(C2CC(=O)c3c(C)nn(-c4nc(C)cc(C)n4)c3C2)cc1 (centres undefined) | -12 |

A portion of the library, so the mix of outcomes need not match the whole.
